LDHA block: inhibitors of human lactate dehydrogenase A; activity change, % (values are at about 110 or 230 µM); P00338; 480,000 tested, 0.15% active; AID 1347041; purified LDHA, NADH/diaphorase-resazurin fluorescence; hits give low values; in the data active = activity change below about -30%; inconclusive = mostly about -25% to -30%;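 also: plate controls were DMSO wells for no effect and wells without enzyme for full effect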
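Resorufin fluorescence (ex540/em590), read at 0 and 20 min after diaphorase/resazurin addition, reports the NADH left after a 5 min room-temperature reaction of 2 nM human LDH5 with 0.06 mM NADH and 0.2 mM pyruvate.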
* hit, by the source's call; ? = inconclusive.

SMILES	LDHA block
CCCc1nn2c(=O)cc(CN(CCC)Cc3ccc(OCC)cc3)nc2s1	0.1
COc1ccc(Nc2cc(C)nc3nc(-c4ccccc4)nn23)cc1	6.7
CCOc1ccc(Cl)cc1S(=O)(=O)NCCO	-2.2
O=c1c2ccccc2nc2sc(NCc3ccc(Cc4ccccc4)cc3)nn12	5.2
CC(=O)Nc1cccc(C(C)NC(=O)Nc2cccc(C(F)(F)F)c2)c1 (configuration not stated)	2.7
O=C(O)C(c1c[nH]c2cc(Cl)ccc12)N1CCN(Cc2cccs2)CC1 (configuration not stated)	14.1
CS(=O)(=O)c1cccc(C(=O)NCc2coc(-c3cccs3)n2)c1	4.7
Cn1c(/C=C/c2c[nH]c3ccccc23)nc2ccccc2c1=O	-15.2
Oc1c(C(c2ccccc2)N2CCCCC2)sc2nc(-c3ccco3)nn12 (configuration not stated)	10.4
c1ccc2c(c1)ccc1n[nH]nc12	4.3
NC(=O)C1CCC(NC(=O)C2(c3cccc(Cl)c3)CCC2)CC1 (configuration not stated)	12.4
CCCCCCCn1c(SCC(N)=O)nc2c1c(=O)[nH]c(=O)n2C	-0.7
N#Cc1ccnc(Sc2ccc(F)cc2)c1	4.3
Cc1nn(CC(=O)N2CCN(C(=O)CC(C)C)CC2)c(=O)c2ccccc12	4.9
COC(=O)C(O)(c1ccc(N(C)C(=O)Nc2cccc(Cl)c2)cc1)C(F)(F)F (configuration not stated)	3.5
CC(Nc1ccc(-c2ccccc2)cc1)C(=O)Nc1ccc(Cl)cn1 (configuration not stated)	3.2
Cc1c(-c2ccccc2)c(=O)oc2cc(OS(C)(=O)=O)ccc12	0.2
COc1ccc(C2CC(=O)C3=C(C2)OC(N)=C(C#N)C3c2cccc(Br)c2)cc1 (configuration not stated)	14.3
Cc1ccc(S(=O)(=O)N(C)CC(=O)Nc2ccccc2OC(F)(F)F)cc1	-22.5
CC(C)OCCCNC(=O)CCc1ncc(-c2ccc(F)cc2F)o1	5.9
CCN(CC)S(=O)(=O)NCc1ccnc(N2CCN(c3ccc(F)cc3)CC2)c1	6.4
CCc1ccccc1NC(=O)CSc1nc2c(=O)[nH]cnc2n1CC	1.2
Cc1[nH]c2ccccc2c1/C=C/c1nc2ccccc2c(=O)n1C	3.9
CC(C)C(C#CC(O)(c1ccccc1)c1ccccc1)N(C)C (configuration not stated)	6.2
Cc1cc2nc(/C(C#N)=C/c3cccs3)[nH]c2cc1C	-0.1
O=C(CCc1ncc(-c2ccccc2)o1)Nc1ccccc1O	2.4
CC(C)(C)c1ccc(/C=C/C(=O)N[C@@H]2C[C@H]3CC[C@@H]2C3)cc1	5.3
O=C(Nc1nonc1-c1ccc2c(c1)CCCC2)c1cc(=O)c2cc(Cl)ccc2o1	4.5
Cc1ccccc1OCc1nnc(SCC(=O)c2ccc(Cl)cc2)n1C	2.8
O=C(C1CC1)N1CCN(c2nc(-c3ccccc3)c3ccccc3n2)CC1	10.2
O=Cc1[nH]c2ccccc2c1Cl	3.7
CCC1CCC2(CC1)NC(=O)N(Cc1coc(-c3ccc(C)cc3)n1)C2=O (configuration not stated)	2.6
COc1cc(C)cc(OC)c1OCc1ccc(C#N)cc1	-5.9
S=C(NCc1ccc(Cl)c(Cl)c1)Nc1ccccc1Cl	1.1
O=C(CCCSc1ccccc1)NCC1CCCO1 (configuration not stated)	-0.6
O=C(CN1CCC(C(=O)N2CCOCC2)CC1)N1CCN(c2ccccc2)CC1	2.4
c1ccc(CNCC2CCCO2)cc1 (configuration not stated)	-3.6
Cc1ccc(-c2cc(C(=O)O)c3cc(Cl)ccc3n2)cc1	9.9
N#Cc1ccc(N2CCC(C(=O)Nc3cccc(S(=O)(=O)N4CCCC4)c3)CC2)nc1	2.9
O=C(CCC(=O)c1ccc(Cl)cc1)OCC(=O)c1ccc(OCc2ccccc2)cc1	-3.8
CCOC(=O)c1sc(NC2CC2)nc1C(F)(F)F	-1.1
COCCn1c(-n2nc(C)cc2C)nc2c1c(=O)n(Cc1ccccc1)c(=O)n2C	0.0
O=C(COc1ccccc1)Nc1cccc(-c2nc3ccccc3o2)c1	5.7
CCOCCC(=O)NCc1ccc(OC)cc1	-0.2
CCCn1cc(SCC(=O)Nc2ccc(C)cc2)c2ccccc21	3.5
CN(Cc1ccccc1NC(=O)c1ccccc1C(F)(F)F)C1CCCCC1	5.8
CCNC(=S)N/N=C/c1ccccc1F	-2.4
CCN(CC)/C(=N\S(=O)(=O)c1ccc(C)cc1C)c1ccccc1	-10.0
COCc1nn2c3c(cnc2c1-c1ccccc1)C(=O)CC(c1ccccc1)C3 (configuration not stated)	-0.6
C=C(C)CN1CCN(CCO)CC1	-9.0
CNC(=O)c1ccc2c(c1)NC(=O)CCS2	-2.0
COc1ccc(CNC(=O)c2ccc3c(c2)NC(=O)CS3)cc1	0.8
Cn1c(SCC(=O)Nc2ccccc2C#N)nc2cc(-c3ccccc3)sc2c1=O	10.1
Brc1ccc2[nH]c3c(c2c1)CCCC3=NCc1ccccc1	1.6
Cc1cc(C)n(-c2nc3ccccc3nc2Nc2ccccc2F)n1	8.4
O=C(Nc1ccc(S(=O)(=O)N2CCCC2)cc1)C1CCCN(C(=O)c2ccc(Cl)cc2)C1 (configuration not stated)	-1.5
CCC(C)NC(=O)COC(=O)c1cc(C)cc(C)c1 (configuration not stated)	0.8
CC(C)c1nnc(NC(=O)c2nn(Cc3ccccc3)c(=O)c3ccccc23)s1	-5.3
C=CCNc1nc(-c2c(C(=O)OC)c(C)n(C(C)C)c2C)cs1	3.2
COCCCNC(=O)CSCc1nc(-c2ccccc2C)oc1C	-8.5

Next section
SMILES	LDHA block
CCN(CC)c1nc2ccccc2nc1C(=O)Nc1ccc(F)cc1Cl	2.0
CCOCCCNc1oc(-c2ccc(S(=O)(=O)N3CCCC3)cc2)nc1C#N	3.1
COc1ccc(/C=C(\C)C2Nc3cccc4cccc(c34)N2)cc1	5.5
CCC(=O)Nc1cccc(NC(=O)c2ccc(C)cc2)c1C	-9.9
C#CCN1CCC(C(=O)N2CCN(c3cccc(C(F)(F)F)c3)CC2)CC1	6.8
O=C(c1ccccc1CSc1nc2ccccc2o1)N1CCCCC1	9.6
COc1cccc(CNC(=O)C(c2ccccc2)c2ccccc2)c1	-2.6
COC(=O)c1ccccc1NC(=O)c1ccc(C#N)cc1	1.3
Cc1csc(SC(C(=O)NC2CC2)c2ccc(F)cc2)n1 (configuration not stated)	0.2
O=C(Cn1nc(-c2cccs2)c2ccccc2c1=O)NCCc1ccccc1	-4.9
CCC(=O)c1ccc(OC(=O)c2cc3ccccc3oc2=O)cc1	-7.7
COCCn1c(C)c(C)c(S(=O)(=O)c2ccc(F)cc2)c1NC(=O)c1cccs1	-21.8
COc1cc(C#N)ccc1OC(C)C(=O)Nc1ccc(C)cc1C (configuration not stated)	1.4
CC(C(=O)N1CCN(Cc2ccccc2)CC1)n1nc(C(=O)O)c2ccccc2c1=O (configuration not stated)	-0.3
Cc1nn(-c2ncccn2)c2c1C(c1ccc(OCCc3ccccc3)cc1)CC(=O)N2 (configuration not stated)	4.2
COc1ccc(NC(=O)c2cc(=O)c3ccccc3o2)cc1	5.8
CCCCCn1c(SCC(=O)Nc2ccccc2)nc2c1c(=O)[nH]c(=O)n2C	4.3
CCSC1=N/C(=C\c2cc(C)ccc2C)C(=O)S1	7.6
C=CCNC(=O)CN1CCN(C(=O)Cn2c(C)cc3ccccc32)CC1	4.0
CCCn1nc(C(=O)Nc2ccc(C(C)=O)cc2)c2ccccc2c1=O	-0.1
COCCN(Cc1cccs1)S(=O)(=O)c1cccc(C(=O)O)c1	7.4
Cc1cc2oc(C(=O)Nc3ccc(F)cc3)cc(=O)c2cc1C	7.5
O=C(Cc1c[nH]c2ccccc12)N1CCN(C(=O)c2ccccc2)CC1	-5.9
O=C(/C=C/c1ccco1)c1cccs1	17.5
O=C(Nc1ccc2nc(N3CCN(c4cccc(Cl)c4)CC3)cc(C(=O)O)c2c1)c1ccccc1	4.8
Cc1cccc(-n2nnnc2C2(Nc3ccccc3)CCCCC2)c1	-24.2
COc1ccc(S(=O)(=O)Cc2nnnn2-c2ccc(F)cc2)cc1	7.9
CC(CCc1ccccc1)NC(=O)c1nc(Cc2c[nH]c3ccccc23)no1 (configuration not stated)	-20.8
COc1ccc(C(=O)O)cc1Br	2.1
COc1cc(-c2ccc(C)cc2)nc2ccc(C(=O)N3CCC(C(N)=O)CC3)cc12	-22.2
N#Cc1cccc(C(=O)N2CCN(c3oc(C4CC4)nc3C#N)CC2)c1	?
COc1ccc2oc(-c3ccc(C)c(NC(C)=O)c3)nc2c1	-1.1
CN(C)c1cccc(-c2ncc(F)c(N3CCC(C(N)=O)CC3)n2)c1	3.1
CC(=O)NC(C)c1cc(C(C)(C)C)c(O)c(C(C)(C)C)c1 (configuration not stated)	0.7
CC(=O)Nc1sc2c(c1-c1ccc3scnc3c1)CCNC2	5.0
CN(C)/C=C/C(=O)c1ccccn1	9.5
COc1ccc(-n2nnc(C(=O)OCc3ccc(C)cc3C)c2C)cc1	-8.1
Cn1c(=O)[nH]c(=O)c2c1nc(NCc1ccco1)n2Cc1ccccc1	3.8
Cn1c(=O)[nH]c(=O)c2c1nc(N1CCN(Cc3ccc(F)cc3)CC1)n2C/C=C/c1ccccc1	-4.1
CC1=C(C(=O)Nc2ccc(F)c(F)c2)C(c2ccccc2F)NC(=S)N1 (configuration not stated)	-5.4
CCC1CCC(NC(=O)/C=C/c2ccccc2F)CC1 (configuration not stated)	-0.7
CCOc1ccccc1N(CC(=O)N1CCN(C)CC1)S(=O)(=O)c1ccc(Cl)cc1	-2.5
COc1ccc(C(=O)Nc2cc(-c3nc4ccccc4o3)ccc2C)c(OC)c1	9.2
Cc1ccc(-c2nc(CS(=O)(=O)CC(=O)N3CCc4ccccc43)c(C)o2)cc1	10.1
Cc1cccc(-c2nc3cc(NC(=O)c4ccccc4F)ccc3o2)c1	3.5
CC1=C/C(=N\Nc2nc(Cl)c(Cl)cc2Cl)CC1	7.8
COc1cccc(-c2c(NC(=O)c3ccc([N+](=O)[O-])cc3)oc3ccc(Cl)cc3c2=O)c1	-1.8
CCOc1cc(C=O)ccc1OCc1cccc2ccccc12	4.0
COc1ccccc1COCC(O)Cn1nc(-c2ccccc2)c2ccccc2c1=O (configuration not stated)	-1.2
Fc1ccc(CNC(=S)NCCc2ccc(Cl)cc2)cc1	11.0
COc1ccccc1NC(=O)C(=O)NCC(c1cccnc1)N1CCN(c2ccccc2F)CC1 (configuration not stated)	17.9
O=C(c1ccc(Cl)o1)N1CCCc2cc(C(F)(F)F)ccc21	0.8
Cc1cc2c(s1)c1cnn(Cc3ccc(F)c(Cl)c3)c(=O)c1n2C	-3.8
NC(=S)N/N=C/c1ccc([N+](=O)[O-])s1	-3.2
Cc1ccc(O)c(C)n1	-23.2
CC(=O)Nc1sc2c(c1-c1csc3ccccc13)CCNC2	4.8
O=C(NCCc1cccc(Cl)c1)c1ccncc1	3.0
C[C@H](NC(=O)Cn1ccc2cc(OCc3ccccc3)ccc21)C(=O)O	-6.0
N#Cc1nc(-c2ccc(F)cc2)oc1N1CCN(Cc2ccccc2)CC1	-34.4*
Cc1oc(-c2ccccc2)nc1C(=O)Nc1nc(C2CC2)cs1	0.4

(further entries)
SMILES	LDHA block
COc1ccc(CCNC(=O)c2ccc3c(c2)N(Cc2ccccc2)C(=O)CS3=O)cc1OC (configuration not stated)	8.8
O=C(Nc1ccccc1)C1Sc2nnc(-c3ccccc3)n2NC12CCCCC2 (configuration not stated)	8.4
Cc1ccc(C(CNc2oc(CC(C)C)nc2C#N)N2CCOCC2)cc1 (configuration not stated)	4.1
CCOC(=O)C1CCCN(CCN(C)C)C1 (configuration not stated)	16.5
CCCCNC(=O)c1ccc2c(Cl)c3c(nc2c1)CCCC3	7.9
Cc1ccccc1C1=NN(S(=O)(=O)c2ccc(F)cc2)C(c2ccc3nccnc3c2)C1 (configuration not stated)	1.8
O=C(CN1CCN(C(=O)CCc2ncc(-c3ccc(F)cc3)o2)CC1)Nc1ccccc1Cl	-3.8
Cc1ccc(NC(=O)Cn2nc(-c3cccs3)oc2=O)cc1C	-8.1
CCOCCn1c(-n2nc(C)c(C)c2C)nc2c1c(=O)[nH]c(=O)n2C	4.8
CNC(=O)c1ccc(CN(C)C(=O)CCc2ncc(-c3ccccc3F)o2)cc1	5.3
COc1ccc(/C=C/c2nc3cc(Cl)ccc3o2)cc1OC	0.1
CCCn1nc(C(=O)OCC(=O)Nc2c(C)cccc2C)c2ccccc2c1=O	0.6
CCc1nc2cc(C#N)c(C#N)cc2nc1C	0.6
C#CCNS(=O)(=O)c1ccc(CCC(=O)O)cc1	9.5
N#Cc1nc(-c2ccccc2)oc1NCC(c1cccs1)N1CCOCC1 (configuration not stated)	3.2
CCOC(=O)C1C(=O)C=C(c2ccc(F)cc2)CC1c1cccc(F)c1 (configuration not stated)	12.2
Cc1cccc(N2/C(=N/c3nc(C)cc(C)n3)NC(=O)CC2C(=O)O)c1 (configuration not stated)	-2.6

Some of the compounds tested. The share of hits here may be higher or lower than overall.
